High-throughput results deposited in PubChem BioAssay by Southern Research Specialized Biocontainment Screening Center.
influenza NS1A – NS1A inhibition, H1N1 influenza, cell based functional assay (AID 504329); NS1A functional cell-based assay, percent inhibition; higher % means a stronger effect; inhibition, % at 12.5 µM; hits with a dose series show IC50 in µM; actives 0.3% (n = 340,000); in the data active = a potency from the dose series; inconclusive = inhibition above about 27% without an active follow-up result; also: strong numbers were not always called active
M. tuberculosis HTS – M. tuberculosis growth inhibition, HTS (AID 449762). M. tuberculosis H37Rv growth inhibition, 7H9 media; higher % means a stronger effect. one-dose inhibition, % at 25 µM; IC50 in µM for titrated hits. actives 0.59% (n = 330,000); in the data active = a potency from the dose series; inconclusive = inhibition above about 70% without an active follow-up result;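 also: bacterial growth assessed after seven days of incubation; strong numbers were not always called active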
VEEV TC-83 Vero – inhibitors of VEEV TC-83 cytopathic effect, confirmation, Vero cells (AID 588727). inhibition, % at 20 µM, or IC50 in µM where a hit was titrated. actives 0.13% (n = 350,000). Vero cells, VEEV TC-83 cytopathic effect inhibition; higher % means a stronger effect; in the data active = a potency from the dose series; inconclusive = inhibition mostly from about 14% at the one dose, without a potency; inactive = the rest, 99 in 100 with inhibition below about 12%; also: strong numbers were not always called active
M. tuberculosis – growth inhibition of non-replicating M. tuberculosis (AID 488890). inhibition, % at 25 µM, or IC50 in µM where a hit was titrated. actives 0.39% (n = 320,000). Mycobacterium tuberculosis non-replicating, growth inhibition; higher % means a stronger effect; in the data active = a potency from the dose series; inconclusive = inhibition mostly from about 82% at the one dose, without a potency; inactive = the rest, 99 in 100 with inhibition below about 76%;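 also: plate controls were DMSO cells for no effect and high antibiotic wells for full effect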
PhoP GFP inhibition – Inhibition of PhoP regulon, Salmonella typhi GFP reporter cells, confirmation, 4 h (AID 1850) | Salmonella Typhi PhoP-promoter GFP reporter, fluorescence, 4 h; higher % means a stronger effect | one-dose inhibition, % at 50 µM; IC50 in µM for titrated hits | actives 0.33% (n = 310,000); in the data active = a potency from the dose series; inconclusive = inhibition mostly from about 25% at the one dose, without a potency; inactive = the rest, 99 in 100 with inhibition below about 19%;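 also: 0% = induced wells with vehicle and 100% = uninduced wells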
VEEV TC-83 Vero 10K pilot screen – further read-out of VEEV TC-83 Vero, marked with its call; inhibition, %; measured here: 10K pilot screen inhibition
* = called active by the depositor; i = inactive; u = inconclusive; x = no result given. Hits appear at their usual frequency (roughly 1.5% active in at least one column).

SMILES	influenza NS1A	M. tuberculosis HTS	VEEV TC-83 Vero	M. tuberculosis	PhoP GFP inhibition	others
O=C(Cn1cnc2c(OCc3ccccc3)ncnc21)N[C@H](CO)Cc1cc2ccccc2[nH]1	-2%	-1%	0.3%	3%	x
COc1ccccc1N1CCN(S(=O)(=O)c2ccc(Cl)cc2)CC1	-4%	0%	1.4%	10%	2%
Cc1ccc(NC(=O)c2cc(-c3cccc(O)c3)on2)cc1C	-8%	64%	4.5%	47%	7%
COn1c(-c2ccccc2)nc2ncccc21	-1%	-2%	i	31%	3%
CC1CCN(C(=O)C(Cc2ccccc2)NS(=O)(=O)c2ccc3c(c2)oc(=O)n3C)CC1 (stereo not drawn)	2%	-17%	1.6%	x	-14%
FC(F)(F)c1cccnc1-n1cncn1	-1%	-6%	0.1%	-6%	5%
COc1cc(/C=N/N=C(N)N)ccc1OCc1ccc(Cl)cc1	8%	20%	i	u	50%
CCOC(=O)c1c(NC(=O)Cn2cnc([N+](=O)[O-])n2)sc(C)c1C	3%	-6%	i	43%	2%
O=C(CN1CCC(NC(=O)c2ccco2)CC1)Nc1ccccc1[N+](=O)[O-]	x	-3%	x	0%	-12%
Nc1c(C=C2C=CC(=O)C=C2)c(=O)nc2sc(CC(=O)N3CCCCC3)nn12	5%	-4%	0.3%	0%	-1%
O=C(COC(=O)c1cccnc1Cl)NC(=O)NC1CCCCC1	7%	-4%	i	10%	x
Cc1nnc(SCc2nc3ccccc3s2)n1N	-1%	2%	2.8%	4%	-6%
CC1=NN(c2nc(-c3ccc(C)cc3)cs2)C(=O)C1N=Nc1cccc(C)c1 (stereo not drawn)	-1%	58%	6.9%	40%	2%
Nc1cc(=O)[nH]c(SCC(=O)NC2CCCc3ccccc32)n1 (stereo not drawn)	-10%	-8%	1.0%	-6%	12%
O=C(Cn1cnc2c(nnn2-c2ccccc2)c1=O)NCCc1ccccc1	3%	-2%	0.5%	36%	-14%
COC(=O)Cn1c(CCS(=O)(=O)c2ccc(C)cc2)nc2ccccc21	4%	5%	0.9%	61%	10%
N/C(=N\c1nc2ccccc2o1)NC(=O)c1cccc(Br)c1	x	1%	i	-10%	1%
CC(C)CNC(=S)NC(=O)c1csc([N+](=O)[O-])c1	-3%	6.7µM*	0.5%	u	-2%
CN1CCN(C2CCN(c3ccc(Nc4nnc(Cl)c(Nc5ccccc5S(C)(=O)=O)n4)c(OC(CF)CF)c3)CC2)CC1	>100µM*	10%	6.0%	x	x
CCOC(=O)C(=CNc1cccc(C)c1C)C(=O)OCC	3%	50%	0.5%	7%	-1%
COC(=O)c1ccc(SCc2ccccc2)nc1	x	1%	4.9%	42%	-4%
O=S(=O)(NCC(c1cccnc1)N1CCN(c2ccc(F)cc2)CC1)c1cc(F)ccc1F (stereo not drawn)	-3%	60%	0.3%	55%	3%
COCc1c(C(=O)OC)nnn1-c1ccccc1	-1%	-3%	1.3%	-2%	-15%
COc1ccc(OC)c(C2=NNC(=NCc3ccc4c(c3)OCO4)SC2)c1	-7%	6%	0.7%	-21%	-8%
CCOc1ccc(C(=S)N2CCOCC2)cc1OC	-13%	-8%	0.1%	1%	-3%	VEEV TC-83 Vero 10K pilot screen=0.7

Arranged by molecular weight (rising): some entries from above
SMILES	influenza NS1A	M. tuberculosis HTS	VEEV TC-83 Vero	M. tuberculosis	PhoP GFP inhibition	others
O=C(COC(=O)c1cccnc1Cl)NC(=O)NC1CCCCC1	7%	-4%	i	10%	x
O=C(CN1CCC(NC(=O)c2ccco2)CC1)Nc1ccccc1[N+](=O)[O-]	x	-3%	x	0%	-12%
O=C(Cn1cnc2c(nnn2-c2ccccc2)c1=O)NCCc1ccccc1	3%	-2%	0.5%	36%	-14%

(continued)
SMILES	influenza NS1A	M. tuberculosis HTS	VEEV TC-83 Vero	M. tuberculosis	PhoP GFP inhibition	others
O=C(CNC(=O)c1cccc(S(=O)(=O)N2CCc3ccccc32)c1)Nc1ccccc1Br	-6%	x	17µM*	x	x
Cc1sc2ncnc(NCCCO)c2c1C	4%	4%	2.2%	x	x
CC(C)Oc1ccc(C(CCN)C2CCCCC2)cc1 (stereo not drawn)	-4%	53%	u	75%	-14%
CCOC(=O)C1(CCCc2ccccc2)CCN(S(C)(=O)=O)CC1	-7%	7%	0.6%	-15%	7%
Cc1ccc(NC(=O)COC(=O)Cn2cnc3c2c(=O)n(C)c(=O)n3C)cc1	2%	0%	0.7%	-1%	x
COc1ccc(N(C(=O)CCl)C(C(=O)NCCc2ccccc2)c2cccs2)cc1Cl (stereo not drawn)	10%	u	2.1%	u	-2%
Clc1ccc(-c2ccc(SCc3ccccn3)nn2)cc1	0%	0%	1.3%	42%	-4%
CCN(CC)C(=O)C(=O)Nc1cccc(Br)c1	9%	-5%	2.9%	15%	7%
CCC(=O)NCCCc1nc2ccccc2n1Cc1ccccc1F	-7%	-7%	i	-14%	-4%
O=C1CC(C(F)(F)C(F)(F)C(F)(F)F)=Nc2ccccc2N1	9%	1%	1.8%	1%	3%
Cc1ccc(-n2nc(C)c3c(C)c(CCC(=O)NCc4ccco4)c(C)nc32)cc1	7%	-2%	i	x	-10%
Cn1ccnc1SCC(=O)c1c(N)n(C)c(=O)n(C)c1=O	-12%	4%	2.4%	-5%	x
Clc1ccc(OCCN2CCOCC2)cc1	-22%	-8%	0.7%	1%	-1%
O=c1[nH]c2ccccc2cc1-c1noc(-c2cccnc2)n1	-19%	-7%	1.0%	-6%	-2%
CC1(C)N([O-])C(c2ccccc2)=C[N+](=O)C1(C)C	5%	-5%	1.4%	-25%	6%
CCN1CCN(c2nc(Nc3ccc(C)c(C)c3)nc(N)c2[N+](=O)[O-])CC1	8%	4%	7.4%	17%	6%
Cc1ccc(CS(=O)(=O)Cc2ccc(C(=O)N3CCC4(CC3)OCCO4)o2)cc1	-4%	-4%	0.2%	-2%	3%
CCc1cc2c(=O)[nH]c(-c3ccncc3)nc2s1	-2%	6%	1.3%	8%	-6%
Cc1cccc(C)c1OCC1CNC(=O)O1 (stereo not drawn)	2%	-1%	1.0%	3%	-3%
Nn1c(SCC(=O)Nc2ccc(F)c(F)c2)nnc1C1CCCCC1	10%	-3%	4.4%	11%	-14%
Cc1ccc(S(=O)(=O)NCc2nc3ccccc3[nH]2)cc1	26%	-5%	0.2%	x	7%
O=[N+]([O-])c1ccc(C[n+]2cc(-c3ccc(Cl)c(Cl)c3)n3c2CCCCC3)cc1	7%	2%	1.2%	58%	10%
Cc1ccc(C2(C)NC(=O)N(CC(=O)N3CCN(S(=O)(=O)c4cccs4)CC3)C2=O)cc1 (stereo not drawn)	0%	-5%	6.7%	8%	-4%
O=C(COc1ccc(Cl)cc1)N1CCN(C(=O)c2cccc(F)c2)CC1	-1%	-4%	1.8%	0%	-4%
C/C(CC(=O)Nc1cccc(C(F)(F)F)c1)=N\NC(=O)Cc1ccccc1	-2%	-2%	0.4%	-16%	-10%

Reprinted from the part before: 5 entries, followed by the next part.
SMILES	influenza NS1A	M. tuberculosis HTS	VEEV TC-83 Vero	M. tuberculosis	PhoP GFP inhibition	others
Cc1ccc(S(=O)(=O)NCc2nc3ccccc3[nH]2)cc1	26%	-5%	0.2%	x	7%
O=[N+]([O-])c1ccc(C[n+]2cc(-c3ccc(Cl)c(Cl)c3)n3c2CCCCC3)cc1	7%	2%	1.2%	58%	10%
Cc1ccc(C2(C)NC(=O)N(CC(=O)N3CCN(S(=O)(=O)c4cccs4)CC3)C2=O)cc1 (stereo not drawn)	0%	-5%	6.7%	8%	-4%
O=C(COc1ccc(Cl)cc1)N1CCN(C(=O)c2cccc(F)c2)CC1	-1%	-4%	1.8%	0%	-4%
C/C(CC(=O)Nc1cccc(C(F)(F)F)c1)=N\NC(=O)Cc1ccccc1	-2%	-2%	0.4%	-16%	-10%
Cc1ccc(NC(=O)N(CCCN2CCOCC2)Cc2cccs2)cc1C	5%	-5%	i	x	9%
COC(=O)C1(CCSC)NC(c2ccccc2F)C2C(=O)N(c3ccc4c(c3)OCCO4)C(=O)C21 (stereo not drawn)	-5%	-4%	1.6%	-22%	-18%
COCOc1ccc(-c2cc(=O)c3c(OCOC)cc(OCOC)cc3o2)cc1	x	-1%	x	21%	4%
Cc1cccc(/C(N)=N/OC(=O)c2cccnc2)c1	10%	0%	1.1%	15%	16%
CC(C)(C)N1NC2(CCCCC2)NC1=S	-3%	1%	0.3%	7%	7%
CCOc1ccccc1NC(=O)COn1nnc2ccc(Cl)cc21	0%	-7%	0.1%	i	-11%
O=C(NCC1CCCO1)C1CCC(=O)N1CCc1ccccc1 (stereo not drawn)	11%	2%	i	1%	1%
N/C(=N\OS(=O)(=O)c1ccccc1)c1ccncc1	-14%	-6%	i	29%	6%
CCCN(CCO)Cc1ccc(Cl)c(Cl)c1	15%	2%	i	-8%	13%
O=S(=O)(Nc1ccccc1N1CCOCC1)c1c(F)cc(F)cc1Br	2%	-11%	6.8%	8%	x
CCOC(=O)N(NC(=O)C(O)(C(C)C)C(C)C)c1ccccc1	1%	1%	0.2%	-2%	-1%	VEEV TC-83 Vero 10K pilot screen=0.5
COc1ccc(Cl)cc1NCCC(O)c1ccc(F)cc1 (stereo not drawn)	4%	-4%	i	u	-7%
Cn1cc(CN2CCCC(C(=O)c3ccc(-c4ccccc4)c(F)c3)C2)cn1 (stereo not drawn)	7%	9%	0.2%	54%	-2%	VEEV TC-83 Vero 10K pilot screen=1.3
O=C(Nc1ccc([N+](=O)[O-])cc1)C1COc2ccccc2O1 (stereo not drawn)	-2%	7%	1.6%	i	2%
COc1ccc2[nH]c3c(N4CC(C)OC(C)C4)ncnc3c2c1 (stereo not drawn)	x	-1%	x	13%	-1%
Cc1ccc(S(=O)(=O)n2c(CN3CCCC(C)C3)nc3ccccc32)cc1 (stereo not drawn)	-1%	u	i	25%	-13%
COc1ccccc1N1CCN(C(=O)CCNC(=O)c2ccco2)CC1	-4%	-9%	1.7%	-1%	x
O=C(NCc1ccc2c(c1)OCO2)C1CCC(CNc2c(N3CCCC3)c(=O)c2=O)CC1 (stereo not drawn)	6%	-5%	1.1%	-13%	-7%
CN1C(=O)N(CC(=O)N2CCN(c3ncccn3)CC2)C(=O)C12CCCCC2	-2%	x	0.5%	x	x
C/C(N)=C(/C#N)C(=O)COC(=O)c1cc(-c2cccc(Br)c2)nc2ccccc12	-4%	12%	6.1%	12%	-5%
C=CCC(NCc1ccccc1)c1ccccc1 (stereo not drawn)	3%	1%	i	-2%	10%
Cc1ccc(Nc2nc3c(s2)CCC3)c(C)c1	4%	61%	2.3%	u	1%	VEEV TC-83 Vero 10K pilot screen=1.1
O=C(CSc1nc2ccc(Cl)cc2[nH]1)c1ccc2c(c1)OCO2	-7%	0%	1.0%	6%	-9%
CN(C)CCC(C(=O)c1ccccc1)c1ccncc1 (stereo not drawn)	-9%	x	0.2%	x	x
CN(C)CCNC(=O)Cn1ccc2cc(S(=O)(=O)N3CCCCCC3)ccc21	0%	-9%	i	-3%	1%

Next section, overlapping the part above by six compounds.
SMILES	influenza NS1A	M. tuberculosis HTS	VEEV TC-83 Vero	M. tuberculosis	PhoP GFP inhibition	others
C/C(N)=C(/C#N)C(=O)COC(=O)c1cc(-c2cccc(Br)c2)nc2ccccc12	-4%	12%	6.1%	12%	-5%
C=CCC(NCc1ccccc1)c1ccccc1 (stereo not drawn)	3%	1%	i	-2%	10%
Cc1ccc(Nc2nc3c(s2)CCC3)c(C)c1	4%	61%	2.3%	u	1%	VEEV TC-83 Vero 10K pilot screen=1.1
O=C(CSc1nc2ccc(Cl)cc2[nH]1)c1ccc2c(c1)OCO2	-7%	0%	1.0%	6%	-9%
CN(C)CCC(C(=O)c1ccccc1)c1ccncc1 (stereo not drawn)	-9%	x	0.2%	x	x
CN(C)CCNC(=O)Cn1ccc2cc(S(=O)(=O)N3CCCCCC3)ccc21	0%	-9%	i	-3%	1%
O=[N+]([O-])c1ccc(N2CCN(S(=O)(=O)c3ccccc3)CC2)cc1	3%	4%	i	28%	-7%
COc1ccc(NC(=O)C(=O)NCC(c2ccco2)N2CCc3ccccc32)cc1 (stereo not drawn)	-5%	6%	0.3%	1%	4%
N/C(=N\OC(=O)c1ccc2c(c1)OCO2)c1ccc([N+](=O)[O-])cc1	-3%	0%	0.5%	-3%	-3%
Cc1ccc(NC2Sc3ccccc3NC2=O)cc1Cl (stereo not drawn)	-7%	94%	2.7%	7%	3%
O=C1CC(=O)N(c2ccc(Cl)cc2Cl)C(=O)N1	-2%	-1%	1.7%	-8%	-6%	VEEV TC-83 Vero 10K pilot screen=0.7
COc1ccccc1C1C=C(c2ccc(Cl)cc2)Nc2nc(N3C(=O)CCC3=O)nn21 (stereo not drawn)	22%	0%	2.9%	7%	0%
